Compound activity (PubChem)
HSF1 inhib: HSF1 inhibition. 300,000 tested, 0.77% active. activity change, negative = inhibition, % at 7.5 µM (by protocol). NIH3T3-HGL HSE-luciferase, MG132-induced, luminescence 8 h; stronger effect = lower value;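 active = more than half of replicate wells show activity change below -50%, luminescence cut by over half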;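 also: luciferase reports HSF-1 transcriptional activity via heat shock element; 0% = median of DMSO wells and -100% = zero luminescence signal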
DYRK1A inh: blocks rat Dyrk1A kinase activity; Q63470; ADP-Glo luminescence, NFATc1 peptide; inhibition, % at 12.5 µM; 310,000 tested, 0.43% active; AID 504441; in the data active = inhibition above about 50%;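 also: plate controls were vehicle with enzyme for no effect and no enzyme for full effect; many of its hits are not listed in these tables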
GSK3beta inhib: inhibitors of human GSK3beta kinase. P49841. GST-GSK3beta kinase, ADP-Glo luminescence, 60 min; stronger effect = lower value. activity score (negative = inhibition), % at 10 µM. 300,000 tested, 0.038% active. AID 2097;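 active = more than half of replicate wells score below -50%, meaning over 50% inhibition versus plate controls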;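 also: 0% = median DMSO wells and -100% = median GW8510 positive control wells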
Target sequence (P49841 whole entry, looked up): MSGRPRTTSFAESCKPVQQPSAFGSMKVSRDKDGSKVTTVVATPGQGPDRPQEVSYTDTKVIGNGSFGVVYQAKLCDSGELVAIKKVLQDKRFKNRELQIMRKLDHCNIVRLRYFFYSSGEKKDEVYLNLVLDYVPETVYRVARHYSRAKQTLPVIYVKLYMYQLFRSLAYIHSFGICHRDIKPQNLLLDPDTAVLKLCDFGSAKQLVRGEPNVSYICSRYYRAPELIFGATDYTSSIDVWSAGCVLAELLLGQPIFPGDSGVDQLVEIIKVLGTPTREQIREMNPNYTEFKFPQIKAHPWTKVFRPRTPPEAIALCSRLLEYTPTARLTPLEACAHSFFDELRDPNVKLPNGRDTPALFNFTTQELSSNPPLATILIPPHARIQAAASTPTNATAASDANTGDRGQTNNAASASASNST
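Assay system: GST-fused GSK3beta enzyme, cell-free / Medium: Tris pH 7.5 buffer with MgCl2, DTT, BSA, heparin / Also added: peptide substrate plus 25 µM ATP (final) / Compound: 10 µM single point / Timing: kinase reaction with compound 60 min at room temperature / Detection: ADP-Glo luminescence / Benchmarks: DMSO neutral wells and GW8510 at 20 µM as positive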
Platelet DG rel: modulates dense granule release in human platelets. human platelet-rich plasma, SFLLRN dense granule ATP release, luminescence. inhibition, %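 (compounds screened at 7.5 µM in platelet-rich plasma)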. 300,000 tested, 0.22% active. AID 1663;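 active = mean replicate score, as percent of positive control, at or above 50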
HSF-1 act: increases HSF-1 driven luciferase reporter signal; 300,000 tested, 1.7% active; NIH3T3-HGL HSF-1 luciferase reporter, MG132, 8 h; 100% = twice DMSO control signal; activation, % at 9 µM; AID 504408;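 active = mean replicate activation of at least 50% with a set share of replicates each reaching 50%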;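 also: 0% = median of the neutral control wells and 100% = twice that signal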
HSP90 inh: blocks HSP90-mediated luciferase refolding in reticulocyte lysate; Rabbit reticulocyte lysate, luciferase refolding luminescence, 3 h; inhibition, % at 5.6 µM; 290,000 tested, 0.91% active; AID 1789;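 active = inhibition above the screen-wide mean plus 3 SD, computed separately per campaign, cut at about 16% in these data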;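 also: 0% = DMSO wells and 100% = 60 µM geldanamycin wells; inhibitors lower the luminescence because luciferase stays unfolded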
GSK3A inh: inhibitors of human GSK-3 alpha kinase; inhibition, % at 10 µM; ADP-Glo luminescence, 60 min; AID 2650; 320,000 tested, 0.1% active;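 in the data active = inhibition above about 50%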;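 also: GST-tagged GSK-3 alpha with peptide substrate and 25 µM ATP; 0% = DMSO neutral wells and 100% = GW8510 positive control wells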
Target sequence (P49840 whole entry, looked up): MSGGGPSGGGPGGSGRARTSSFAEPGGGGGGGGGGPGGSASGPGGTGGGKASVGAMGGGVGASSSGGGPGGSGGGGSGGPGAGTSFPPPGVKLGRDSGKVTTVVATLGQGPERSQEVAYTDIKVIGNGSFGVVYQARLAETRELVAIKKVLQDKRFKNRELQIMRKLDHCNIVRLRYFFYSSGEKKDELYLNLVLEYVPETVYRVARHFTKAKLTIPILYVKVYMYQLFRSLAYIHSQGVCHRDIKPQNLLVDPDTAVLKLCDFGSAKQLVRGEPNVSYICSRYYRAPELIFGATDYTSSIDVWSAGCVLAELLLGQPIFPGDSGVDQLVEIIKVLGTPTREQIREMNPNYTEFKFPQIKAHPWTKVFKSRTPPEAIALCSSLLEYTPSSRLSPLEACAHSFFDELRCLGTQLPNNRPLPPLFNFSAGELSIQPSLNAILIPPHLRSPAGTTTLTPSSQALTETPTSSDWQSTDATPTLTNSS
AI-2 QS modul: modulators of Vibrio harveyi AI-2 quorum sensing system; Vibrio harveyi JMH597 AI-2 luminescence/OD600 ratio, 9 h; stronger effect = lower value; strain lacks LuxN and CqsS sensors; 0 = neutral-control median; activity change, % at 7.5 µM; 300,000 tested, 0.4% active; AID 2094; in the data active = activity change below about -75%, passing the limit was not always enough;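 also: luminescence divided by OD600 gain over 9 h not by final OD600 alone; inactives centre near 13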
HDAC3 inh: blocks human histone deacetylase 3 | O15379 | recombinant HDAC3, fluorogenic peptide/trypsin coupled, fluorescence | inhibition, % at 8.3 µM | 320,000 tested, 0.15% active; in the data active = inhibition above about 26%, passing the limit was not always enough
PolyA inhibitor: yeast polyadenylation inhibition; S. cerevisiae SKY197-pL101 polyadenylation reporter, beta-gal luminescence; efflux-impaired pdr1/pdr3 knockout yeast; score 100 = 6 SD above DMSO; calls only at 12 µM; 300,000 tested, 0.02% active;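 active = lowest replicate activity score at least 50, where 100 means six control SD above control mean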;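 also: yeast exposed to compound for 9 h at 30 °C; higher score means more reporter readthrough which indicates perturbed polyadenylation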
Active calls of the source: *; i = inactive; / = not tested or not shown. This is a subset. The share of hits here may be higher or lower than overall.

SMILES	HSF1 inhib	DYRK1A inh	GSK3beta inhib	Platelet DG rel	HSF-1 act	HSP90 inh	GSK3A inh	AI-2 QS modul	HDAC3 inh	PolyA inhibitor
COc1cc(NC(=O)C(=O)NCCN(C)C)c(OC)cc1Cl	-6.2	3.6	-2.5	-0.4	-9.6	-3.3	-0.8	15.3	9.3	i
COc1ccccc1-c1c(C(F)(F)F)oc2cc(OC(=O)c3cccc([N+](=O)[O-])c3C)ccc2c1=O	-0.4	-0.4	-2.2	2.2	11.2	2.2	-1.8	7.1	3.2	i
CC1(C)CC(=O)C(C=NCCN2CCN(C3CC(=O)N(c4ccc(F)cc4)C3=O)CC2)=C(O)C1 (centres undefined)	0.7	/	-0.3	4.0	6.6	-0.7	-2.2	8.7	-4.3	i
O=C(CSc1nnc2ccccn12)NNC(=O)c1ccccc1	0.6	-0.8	-0.4	7.2	4.5	6.5	-1.2	1.7	-3.4	i
O=C(NC(=S)NCc1cccnc1)c1ccccc1	6.4	5.9	4.2	11.2	10.5	1.2	-1.5	31.1	0.2	i
CCC1Oc2ccccc2C(=O)N(CC(=O)c2ccc3c(c2)OCCO3)C1=O (centres undefined)	28.9	3.8	-3.2	-0.8	33.1	-2.9	-2.9	26.1	7.4	i
Cc1cccc(C(=O)OCC(=O)NC(=O)Cc2ccccc2)c1O	-5.4	-1.3	-1.0	24.5	-6.5	2.0	-2.2	20.6	7.1	i
CC1=Nc2cc(C(=O)O)ccc2Sc2ccc(C)cc21	0.3	-1.4	0.6	3.5	8.5	4.4	-3.6	-90.0*	6.6	i
CN(C)S(=O)(=O)c1cccc(NC(=O)CCSc2ccc(Cl)cc2)c1	-5.0	1.5	2.1	4.1	4.6	0.4	-3.8	39.2	2.5	i
CCCNC(=O)c1nc2ncc(Br)cn2n1	2.1	-3.3	-3.4	1.7	10.3	2.9	-1.5	31.9	2.0	i
c1ccc2c(c1)nc(Nc1ccc3c(c1)OCO3)c1nnnn12	2.7	13.2	1.3	15.4	18.1	-5.2	-6.1	6.4	-8.3	i
CC(=O)Nc1ccc(S(=O)(=O)N2CCN(C(=O)c3ncoc3-c3ccccc3C)CC2)cc1	2.9	-1.3	-1.4	-7.2	15.9	2.0	-2.2	15.9	0.5	i
CN(C)c1oc(-c2ccccc2Cl)nc1C#N	-4.6	-1.7	-5.0	-8.1	22.2	0.4	-0.1	7.1	-5.0	i
Cc1cc(C)n(Cc2cccc(C(=O)N/N=C/c3ccncc3)c2)n1	-4.0	6.3	-1.8	-4.1	-15.3	0.4	0.0	14.4	-1.4	i
Cc1cccn2c(=O)c3cc(C#N)c(=NC(=O)c4ccco4)n(Cc4ccco4)c3nc12	-1.8	-2.8	0.1	-0.9	9.7	1.4	5.1	9.0	-64.4	i
Cc1cccc2c(-c3ccccc3)cc(=O)[nH]c12	9.4	12.2	4.2	-5.8	2.4	-3.4	2.7	6.3	3.1	i
Cc1cc(-c2nsc(=O)o2)c(S(C)(=O)=O)s1	-0.5	0.2	1.1	2.5	0.3	-0.8	-3.6	6.1	5.7	i
Cc1nc(C)n(C(C)CNC(=O)c2ccccc2)n1 (centres undefined)	-5.2	-4.5	-1.2	6.2	-2.4	7.5	1.1	-17.1	4.0	i
NC(=S)N=Nc1c(O)n(CCCl)c2ccc(Cl)cc12	-4.4	12.9	3.4	18.8	10.7	-0.2	1.4	-10.0	-6.8	i
CN1C(=O)[C@@H]2C[C@@]3([C@@]45C[C@H]6C(=O)N(C)[C@@H](Cc7ccccc7)C(=O)N6[C@@H]4Nc4ccccc45)c4ccccc4N[C@H]3N2C(=O)[C@@H]1Cc1ccccc1	2.5	0.5	1.9	0.0	8.1	/	-0.3	33.0	-8.5	i
Cn1nc(C2CC2)cc1NC(=O)CC(CC(=O)O)c1ccccc1 (centres undefined)	3.1	/	-3.1	-1.4	8.4	2.2	-2.4	11.6	-3.8	i
COc1cc(C(=O)Nc2ccccc2C2COC(=O)C2=N)cc(OC)c1OC (centres undefined)	-5.6	-0.4	4.3	-31.9	7.4	5.8	-1.0	23.1	2.9	i
NC(=O)c1ccc(NC(=O)CCC(=O)N2CCN(S(=O)(=O)c3ccc(Cl)cc3)CC2)cc1	-0.8	-8.1	-2.7	0.5	-1.2	1.5	0.0	11.2	-14.2	i
COc1ccc(S(=O)(=O)NCc2nc3nc(C)cc(C)n3n2)cc1OC	-3.0	-1.4	1.3	0.9	-2.0	-5.4	-1.0	23.6	-1.8	i
Cc1cc(C)cc(N(C(=O)c2csnn2)C(C(=O)NC(C)(C)C)c2cccnc2)c1 (centres undefined)	-0.6	2.1	2.4	18.0	-9.4	4.1	-0.4	21.2	/	i

The listing continues.
SMILES	HSF1 inhib	DYRK1A inh	GSK3beta inhib	Platelet DG rel	HSF-1 act	HSP90 inh	GSK3A inh	AI-2 QS modul	HDAC3 inh	PolyA inhibitor
COc1ccccc1C(CCNCc1ccccc1)c1ccc(OC(C)C)cc1 (centres undefined)	4.6	2.9	-2.3	3.3	21.8	7.1	6.1	36.2	5.0	i
CC(NC(=O)c1cc2c(=O)n3ccccc3nc2n(CC2CCCO2)c1=N)c1ccccc1 (centres undefined)	0.0	-6.8	/	1.0	-1.3	3.3	-0.4	/	-231.4	i
CCC(NC(=O)c1ccc2nc(Cc3ccc(OC)cc3)oc2c1)c1ccncc1 (centres undefined)	-4.1	-2.5	2.0	-9.5	-3.4	-7.1	-1.5	-2.9	0.4	i
CCOC(=O)c1ccccc1NC(=O)COC(=O)CN1C(=O)NC2(CCCC2)C1=O	-2.5	5.8	0.7	0.8	6.5	-4.9	1.3	22.5	-11.2	i
Cc1cc(C)c2sc(N(CCCN(C)C)C(=O)c3ccc(S(=O)(=O)N4CCc5ccccc5C4)cc3)nc2c1	-5.4	3.4	4.2	8.5	-13.2	/	-1.4	23.4	-0.4	i
NCCNc1ccc(C(=O)N2c3ccccc3Sc3ccccc32)cc1[N+](=O)[O-]	-0.4	-5.0	3.2	-6.0	28.9	7.0	-2.8	14.3	5.1	i
C#CC(CC)(CC)NC(=O)c1nn(-c2ccccc2Cl)c(C)cc1=O	-8.1	-0.2	-1.5	0.1	-1.0	-3.4	-1.2	25.5	3.4	i
Cn1cccc1/C=C1/SC(=S)N(CC(=O)O)C1=O	-4.3	-2.3	1.8	10.3	-1.5	-1.3	-0.2	5.9	8.7	i
CN(C)N1C(N)=C(C#N)C(c2ccccc2)C2=C1CC(C)(C)CC2=O (centres undefined)	-3.2	-3.3	0.9	-10.8	2.3	-1.0	5.4	8.1	0.0	i
CCN1CCN(S(=O)(=O)c2c[nH]c(C(=O)OC)c2)CC1	8.2	-2.7	1.7	1.6	35.2	-2.2	-2.2	25.7	0.5	i
COc1cccc(/C=N/NC(=O)C(=O)NCc2ccco2)c1OC	5.0	-9.2	-1.4	-4.8	4.1	3.2	-1.5	1.1	0.2	i
O=C(CC12CC3CC(CC(C3)C1)C2)N1CCN(S(=O)(=O)c2cccs2)CC1	-2.3	-3.1	-0.7	-18.3	-5.2	0.8	-2.8	11.2	-8.1	i
C[n+]1ccc(/C=C/c2c[nH]c3ccccc23)cc1	-7.4	1.1	-2.4	2.5	0.2	3.9	0.5	7.6	20.2	i
CC(C)CCNC(=O)c1onc(CSc2ccc(F)c(F)c2)c1C(=O)NCCC(C)C	-6.7	-4.2	0.5	-2.1	-7.3	/	-3.4	0.1	4.7	i
Cc1nn(-c2ccccc2)c(C)c1C(=O)Nc1ccc(N2CCOCC2)cc1	-5.1	0.1	2.2	-4.6	-1.6	-2.1	-1.0	10.6	/	i
Cc1sc(=NC(=O)c2ccco2)n(C)c1-c1ccccc1	8.9	2.7	1.4	5.5	23.3	6.3	-1.0	35.9	-6.4	i
CCCCN(C)C(=O)c1nc2ccccn2c1CN1CCC[C@H]1CO	-9.6	-5.3	-12.1	-0.5	-14.2	0.2	-0.9	8.5	-1.2	i
Cc1cc(C)c2c(N)c(C(=O)c3ccccc3)sc2n1	-8.0	/	2.0	-4.4	-24.2	0.7	1.5	27.2	-2.0	i
CCN(Cc1nc(-c2ccc(Cl)cc2)no1)CC1CCCO1 (centres undefined)	4.2	-1.9	0.0	6.7	13.0	-2.8	-7.4	11.6	1.2	i
Cc1ccc(S(=O)(=O)/N=C(/Nc2ccc(F)cc2F)c2ccccc2)cc1	-6.3	-3.5	-3.0	2.2	4.5	-4.5	-0.5	17.2	4.1	i
COc1cc2c(cc1OC)C(C)N(C(=O)c1cc3c(s1)-c1ccccc1OC3)CC2 (centres undefined)	-4.5	-0.2	3.1	-3.8	-6.5	2.3	4.3	7.9	-3.6	i
CN(Cc1ccccc1)C(=O)COC(=O)C1=NNC(=O)CC1	1.3	-5.7	-4.8	-15.3	11.4	3.5	-1.6	-1.4	-8.5	i
COc1ccc(N2C(=S)NC3N2C(=S)NC3(C)c2ccccc2)cc1 (centres undefined)	9.4	3.7	-5.7	-2.8	33.6	1.7	-2.9	14.8	-1.4	i
CCC(CC)c1nnc(NC(=O)c2cc(-c3ccccc3)nc3ccccc23)s1	1.1	-0.5	3.5	-1.4	-7.7	0.2	-3.0	21.2	17.2	i
O=C1C2C3C=CC(C4CC34)C2C(=O)N1/N=C/c1ccc(-c2ccc([N+](=O)[O-])cc2)o1 (centres undefined)	0.0	-4.8	0.8	-0.2	15.3	-1.0	1.0	25.6	-3.6	/

(further entries)
SMILES	HSF1 inhib	DYRK1A inh	GSK3beta inhib	Platelet DG rel	HSF-1 act	HSP90 inh	GSK3A inh	AI-2 QS modul	HDAC3 inh	PolyA inhibitor
COc1cnc(-c2ccccc2)[nH]c1=O	-4.4	7.4	-2.6	4.0	-8.8	5.1	0.1	28.3	3.6	i
CCCCC(OC(=O)c1cc2occc2n1C)C(=O)NCC1CCCO1 (centres undefined)	0.7	-6.0	-0.9	1.1	-7.4	-2.9	-2.4	1.4	-2.1	i
CC(C)(OC(=O)NC(=O)C(F)(F)F)C(C)(C)OC(=O)NC(=O)C(F)(F)F	/	-0.5	0.3	3.2	/	2.9	15.3	6.8	-1.7	i
COC(=O)c1sc2ncn(-n3c(C)ccc3C)c(=O)c2c1C	-1.2	-7.0	-1.0	-0.2	5.0	-1.7	-1.2	21.0	2.5	i
Cc1cccc(Oc2coc3cc(OC(=O)c4cncc(Br)c4)ccc3c2=O)c1	5.2	1.5	-19.7	-2.4	19.9	-5.7	-2.6	-58.9	-10.6	i
CC(C)(C)OC(=O)NCCCC[C@@H](C(=O)N1CCN(C(=O)OC(C)(C)C)CC1)n1cc(C(CO)NC(=O)OC(C)(C)C)nn1 (some centres undefined)	-9.8	2.5	0.2	2.5	-25.1	6.0	0.0	19.5	0.6	i

Rewritten with two lines to a compound: two of the compounds above
Every second line gives: HSF1 inhib | DYRK1A inh | GSK3beta inhib | Platelet DG rel | HSF-1 act | HSP90 inh | GSK3A inh | AI-2 QS modul | HDAC3 inh | PolyA inhibitor
Cc1cc(C)n(Cc2cccc(C(=O)N/N=C/c3ccncc3)c2)n1
    -4.0 | 6.3 | -1.8 | -4.1 | -15.3 | 0.4 | 0.0 | 14.4 | -1.4 | i
COc1cc(C(=O)Nc2ccccc2C2COC(=O)C2=N)cc(OC)c1OC (centres undefined)
    -5.6 | -0.4 | 4.3 | -31.9 | 7.4 | 5.8 | -1.0 | 23.1 | 2.9 | i
